APEX1 inh = APE1 (human) endonuclease inhibition; AID 2517; P27695; Potency, µM (series often up to 65.8 µM), for inactives: at the highest dose activity change, negative = inhibition, actives largely listed as inhibitors; recombinant APE1, TAMRA/BHQ-2 abasic DNA cleavage fluorescence; 0.35% of 350,000 active;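 also: potency is read from the fitted curve at half-maximal effect; plate controls were vehicle for no effect and reference inhibitor for full effect; nearly all actives have a fitted effect of over 55% in size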
Target sequence (P27695 whole entry, looked up): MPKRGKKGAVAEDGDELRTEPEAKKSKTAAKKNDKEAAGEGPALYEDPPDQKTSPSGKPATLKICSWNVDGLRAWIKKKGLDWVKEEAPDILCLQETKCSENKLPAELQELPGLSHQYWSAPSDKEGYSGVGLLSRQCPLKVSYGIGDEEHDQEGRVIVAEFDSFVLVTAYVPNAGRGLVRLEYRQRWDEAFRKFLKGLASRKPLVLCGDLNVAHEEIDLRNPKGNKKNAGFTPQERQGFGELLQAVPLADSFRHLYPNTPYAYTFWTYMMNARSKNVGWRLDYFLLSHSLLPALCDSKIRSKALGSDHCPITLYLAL
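Substrate: short duplex with […] THF abasic site, 5'-TAMRA and 3'-BHQ-2, 50 nM final. APE1 at 0.75 nM, preincubated 15 min RT with compound. Fluorescence increase from first to third read measured activity.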
Pol beta inh = DNA polymerase beta (human) inhibition. Pol beta primer extension/strand displacement, fluorescence kinetic. Potency, µM (series often up to 114 µM), inactives show top-dose activity change, negative = inhibition, usual class: inhibitors. 1.3% of 340,000 active; also: potency is read from the fitted curve at half-maximal effect; % is scaled to controls: 0 for no effect and ±100 for the full control effect
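Enzyme-only controls used 10 nM Pol beta; buffer lacking enzyme served as negative control. Compound preincubated 15 min, then 50 nM substrate added; 0 and 10 min reads at room temperature.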
POLH inh = inhibitors of human DNA polymerase eta | Q9Y253 | 1.2% of 390,000 active | Potency, µM (doses to about 114 µM), for the others: at the highest dose activity change, negative = inhibition, most hits filed as inhibitors | AID 588591 | recombinant Pol eta, fluorescent DNA replication assay; also: potency is read from the fitted curve at half-maximal effect; % is scaled to controls: 0 for no effect and ±100 for the full control effect
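Pol eta at 10 nM preincubated with compounds 15 min at room temperature; reaction started with fluorescent substrate (50 nM final) and read kinetically at 0 and 10 min.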
Apoferritin bind = binds horse apoferritin like a general anesthetic; Potency, µM (top dose mostly 77.5 µM), inactives show at the highest dose activity change, negative = displacement, usual class: inhibitors; AID 485281; 0.074% of 350,000 active; apoferritin/1-aminoanthracene competitive binding, fluorescence; P02791; also: potency is read from the fitted curve at half-maximal effect; % is scaled to controls: 0 for no effect and ±100 for the full control effect; nearly all actives have a fitted effect of over 20% in size
Target sequence (P02791 2-175 limits assumed): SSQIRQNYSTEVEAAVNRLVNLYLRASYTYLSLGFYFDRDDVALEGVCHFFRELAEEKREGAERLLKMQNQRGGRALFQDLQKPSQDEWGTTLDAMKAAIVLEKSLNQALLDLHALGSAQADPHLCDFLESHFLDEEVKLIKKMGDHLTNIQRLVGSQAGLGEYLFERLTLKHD
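Steps: apoferritin (10 uM) was premixed with half-saturated 1-AMA in PBS, compounds were pin-transferred, plates stood 10 min at room temperature, fluorescence was read at 380/535 nm, and curves were fitted with a Hill equation.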
RXFP1 antag = antagonists of human relaxin receptor RXFP1; HEK293-RXFP1, relaxin-stimulated cAMP HTRF, 30 min; stronger effect = lower value; activity change, negative = inhibition, % at 57.5 µM; 0.59% of 350,000 active; AID 1259400;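 active = activity change of -60% or lower, but not beyond a set lower limit; inconclusive = change between -60% and -40%, or beyond the set limit; inactive = change above -40%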; also: % is scaled to controls: 0 for no effect and ±100 for the full control effect
BLM inh = blocks DNA unwinding by human BLM helicase; recombinant BLM DNA unwinding, fluorescence dequenching; Potency, µM (highest dose often 56.1 µM), for the others: at the highest dose activity change, negative = inhibition, actives largely listed as inhibitors; 0.2% of 350,000 active; AID 2528;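 also: potency is read from the fitted curve at half-maximal effect; plate controls were vehicle for no effect and no enzyme for full effect; nearly all actives have a fitted effect of over 35% in size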
PGK inhibitor = T. brucei PGK inhibition; PGK/GAPDH coupled, Kinase-Glo luminescence, 60 min; Potency, µM (doses to about 57.5 µM), for the others: top-dose activity change, negative = inhibition, usual class: inhibitors; 0.043% of 380,000 active; AID 602233; also: potency is read from the fitted curve at half-maximal effect; % is scaled to controls: 0 for no effect and ±100 for the full control effect; nearly all actives have a fitted effect of over 60% in size
Target sequence (P07378 whole entry, looked up): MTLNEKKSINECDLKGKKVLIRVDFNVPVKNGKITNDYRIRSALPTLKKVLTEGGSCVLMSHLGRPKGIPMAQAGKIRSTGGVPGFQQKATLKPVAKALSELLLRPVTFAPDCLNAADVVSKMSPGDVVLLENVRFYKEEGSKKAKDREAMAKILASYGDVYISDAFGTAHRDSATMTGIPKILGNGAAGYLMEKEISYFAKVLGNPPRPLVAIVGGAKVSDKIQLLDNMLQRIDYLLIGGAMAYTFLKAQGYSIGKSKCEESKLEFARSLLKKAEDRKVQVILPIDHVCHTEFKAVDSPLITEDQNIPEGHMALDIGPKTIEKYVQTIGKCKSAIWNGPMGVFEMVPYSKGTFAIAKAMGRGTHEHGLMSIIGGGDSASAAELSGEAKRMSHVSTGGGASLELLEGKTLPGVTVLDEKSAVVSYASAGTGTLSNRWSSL
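Recombinant glycosomal PGK reaction used 1,3-bisphosphoglycerate generated in-well by GAPDH (100nM final) in 100mM TEA pH 7.6, 5mM MgCl2, 0.01% Tween-20. After 60 minutes at room temperature, ATP was read by Kinase-Glo Plus luminescence end-point.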
Pol kappa inh = blocks human DNA polymerase kappa activity | purified Pol kappa, fluorescent DNA synthesis assay, 10 min | 0.53% of 400,000 active | Q9UBT6 | Potency, µM (highest dose often 107 µM), for the others: at the top dose activity, negative = inhibition, actives largely listed as inhibitors; also: potency is read from the fitted curve at half-maximal effect; % is scaled to controls: 0 for no effect and ±100 for the full control effect
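Readout: fluorescence, taken kinetically at 0 and 10 min. Conditions: 10 nM Pol kappa, 15 min RT compound preincubation, 50 nM substrate final. Controls: enzyme-free buffer wells.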
POLI inh = blocks human DNA polymerase iota activity; Pol iota fluorescent replication assay, 10 min; Potency, µM (top dose mostly 115 µM), for inactives: top-dose activity, negative = inhibition, hits mostly inhibitors; 1% of 390,000 active; AID 588590; Q9UNA4; also: potency is read from the fitted curve at half-maximal effect
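Fluorescent replication assay read twice, at 0 min and 10 min after adding 50 nM (final) substrate. Enzyme (10 nM) and compounds were first incubated 15 min at room temperature; enzyme-free buffer wells were negative controls.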
Starred values were filed as active, the others as inactive; i = inactive; ? = inconclusive; / = not tested or not shown; [ ] = another dose, or the depositor's remark. Unless noted, calls follow the shape of the dose curve; as a rule, active = well fitted curve in the direction sought with a large enough effect; inconclusive = small, poorly fitted or top-dose-only effect, or another doubt; inactive = no such curve, though single readings can be large; an effect the other way counts as inactive or inconclusive. Not all compounds are listed. The share of hits here may be higher or lower than overall.

SMILES	APEX1 inh	Pol beta inh	POLH inh	Apoferritin bind	RXFP1 antag	BLM inh	PGK inhibitor	Pol kappa inh	POLI inh
COc1ccc(-c2c3c(cc4ncn(Cc5ccccc5)c24)COC3=O)cc1	-9%	/	-4%	/	/	/	0%	1%	12%
COCCCNc1nnc(Cc2ccc(Cl)cc2)c(=O)[nH]1	-29%	-19%	-17%	24%	10	2%	/	-3%	?
COc1ccc(-c2noc(CN(C(=O)c3ccc4c(c3)OCO4)C(C)C)n2)cc1OC	11%	/	-10%	/	3	/	-4%	-8%	21%
COc1ccc(C(=O)CCS(=O)(=O)c2ccc(F)cc2)cc1OC	17%	25%	/	-11%	/	-5%	/	/	/
c1cnc2ccc(-c3ccc4ncccc4c3)cc2c1	10%	?	0%	-11%	6	7%	i	5%	55%[activator]
CCCNC(=O)c1onc(CS(=O)(=O)c2cc(C)cc(C)c2)c1C(=O)NCCC	20%	/	-2%	/	/	/	-7%	8%	-20%
CCOC(=O)c1c(NC(=O)c2ccc(S(=O)(=O)N(C)C)cc2)sc2c1CCN(C)C2	/	-21%	?	53%[activator]	?	21%	-3%	-3%[60.1 µM]	-2%
Cc1cccc(OCCOC(=O)c2ccc(F)c(S(=O)(=O)N3CCOCC3)c2)c1	-2%	/	-16%	/	11	/	3%	-14%	-2%
CCS(=O)(=O)c1ccc(C(=O)Nc2ccccc2OC)c(Cl)c1Cl	-4%	0%	-10%	-12%	11	-1%	-10%	-6%	-8%
C=CC[C@]12C[C@@H](OC)C(=O)C=C1O[C@@H](c1ccc(OC)c(OC)c1)[C@H]2C	/	/	-3%	/	/	/	-1%	5%	20%
O=C(CCS(=O)(=O)c1ccccc1)Nc1ccccn1	42%	?	-17%	-2%	2	-1%	-6%	-5%	44%[activator]
CCN=C1S/C(=C\c2cn(C(C)=O)nc2-c2ccccc2)C(=O)N1CC	-5%	9%	-13%	1%	2	-10%	-10%	-9%	-12%

Rewritten with values under each structure: 4 of the compounds above.
Values run as follows: APEX1 inh	Pol beta inh	POLH inh	Apoferritin bind	RXFP1 antag	BLM inh	PGK inhibitor	Pol kappa inh	POLI inh
CCCNC(=O)c1onc(CS(=O)(=O)c2cc(C)cc(C)c2)c1C(=O)NCCC
  20%	/	-2%	/	/	/	-7%	8%	-20%
CCOC(=O)c1c(NC(=O)c2ccc(S(=O)(=O)N(C)C)cc2)sc2c1CCN(C)C2
  /	-21%	?	53%[activator]	?	21%	-3%	-3%[60.1 µM]	-2%
Cc1cccc(OCCOC(=O)c2ccc(F)c(S(=O)(=O)N3CCOCC3)c2)c1
  -2%	/	-16%	/	11	/	3%	-14%	-2%
CCS(=O)(=O)c1ccc(C(=O)Nc2ccccc2OC)c(Cl)c1Cl
  -4%	0%	-10%	-12%	11	-1%	-10%	-6%	-8%

Continuation.
SMILES	APEX1 inh	Pol beta inh	POLH inh	Apoferritin bind	RXFP1 antag	BLM inh	PGK inhibitor	Pol kappa inh	POLI inh
COCCN1Cc2cccc(C(=O)Nc3cccc(OC)c3)c2C1=O	-1%	12%	6%	-8%	-7	3%	5%	-8%	11%
CCOC(=O)c1nn(-c2ccccc2)c2nnc(Cc3ccc(Cl)cc3)c(=O)n12	2%	6%	-20%	-7%	-4	3%	-6%	-10%	116%[activator]
COc1cc(/C=N/O)ccc1OCc1ccc(C(=O)O)cc1	2%	?	-5%	1%	-4	0%	-4%	12%	15%
O=C(CSc1ccc(Cl)cc1)Nc1cc(-c2nc3ncccc3o2)ccc1Cl	4%	0%	/	-8%	/	-12%	/	/	/
CC1CC(C)CN(S(=O)(=O)c2ccc3c(c2)CC(=O)N3)C1 (stereo not given)	31%	/	-2%	/	6	/	1%	-19%	30%[activator]
CCN(CCCNC(=O)CCc1nc(-c2ccc(OC)cc2)no1)c1cccc(C)c1	-7%	-1%	-19%	?	-16	-9%	i	-7%	-5%
CC(C)c1ccc(CN(C(=O)c2cccs2)C2CCS(=O)(=O)C2)cc1 (stereo not given)	23%	0%	-5%	-17%	2	-3%	-2%	-5%	32%[activator]
Cc1ccc(CCNC(=O)C2CCC(=O)N(Cc3cccc(F)c3)C2)cc1 (stereo not given)	8%	3%	-13%	-4%	-3	-1%	-6%	-17%	-12%
COc1ccccc1/C=C/C1(C(=O)NC2CCCC2)CC(=O)N1c1ccc(C)cc1 (stereo not given)	-7%	0%	-5%	-13%	25	-12%	i	-8%	-10%
CC1CCN(C(=O)CSCC(=O)Nc2nc(-c3cccs3)cs2)CC1	-3%	0%	?	?	-18	-4%	7%	-9%	-23%
CCOC(=O)c1cc2c(=O)n3ccccc3nc2n(C(C)C)c1=NC(=O)c1ccncc1	12%	15%	-5%	434%[activator]	-10	1%	-6%	-6%	-9%
COc1ccc(CN2CCN(Cc3ccco3)CC2)c(OC)c1	-10%	?	-13%	3%	-2	1%	i	-3%	145%[activator]

Single values from above.
Result of CC1CCN(C(=O)CSCC(=O)Nc2nc(-c3cccs3)cs2)CC1 in Pol kappa inh: -9%
Result of CC1CC(C)CN(S(=O)(=O)c2ccc3c(c2)CC(=O)N3)C1 (stereo not given) in APEX1 inh: 31%
Result of COc1ccccc1/C=C/C1(C(=O)NC2CCCC2)CC(=O)N1c1ccc(C)cc1 (stereo not given) in RXFP1 antag: 25
Result of COc1cc(/C=N/O)ccc1OCc1ccc(C(=O)O)cc1 in Apoferritin bind: 1%
Result of CCOC(=O)c1cc2c(=O)n3ccccc3nc2n(C(C)C)c1=NC(=O)c1ccncc1 in PGK inhibitor: -6%
Result of COc1ccc(CN2CCN(Cc3ccco3)CC2)c(OC)c1 in BLM inh: 1%
Result of CCN(CCCNC(=O)CCc1nc(-c2ccc(OC)cc2)no1)c1cccc(C)c1 in Pol kappa inh: -7%

(next part)
SMILES	APEX1 inh	Pol beta inh	POLH inh	Apoferritin bind	RXFP1 antag	BLM inh	PGK inhibitor	Pol kappa inh	POLI inh
CC(C)Oc1ccc(C(=O)Nc2cccc(S(=O)(=O)N3CCCC3)c2)cc1	-20%	/	-21%	/	-4	/	i	-2%	0%
COCc1cc(SC2CCCCC2)nc(C)n1	?	1%	-10%	-6%	-2	-2%	-2%	-3%	-10%
COc1cc(C(=O)NCc2nnc(SCC(=O)Nc3ccc4c(c3)OCO4)o2)cc(OC)c1OC	-2%	0%	-7%	-7%	-1	2%	-5%	1%	64%[activator]
Cc1ccc(S(=O)(=O)Nc2cc(C(=O)NCCN(C)C)ccc2N2CCCCC2)cc1	2%	11%	-1%	2%	-19	-9%	6%	-14%	-6%
Cc1cc(C)c2cc(C(=O)N3CCc4ccccc4C3)[nH]c2c1	-3%	?	-12%	-17%	-8	-10%	0%	-18%	-7%[58.9 µM]
O=C(NCCOc1ccccc1)c1ccccc1SCC(=O)N1CCCC1	2%	/	-17%	/	4	/	3%	-20%	15%
Cc1ccc(-c2noc(CCC(=O)Nc3ccc(C)cn3)n2)cc1	1%	9%	-9%	-12%	-15	-4%	i	4%	-16%
CN1CCN(c2cnn(-c3ccccc3)c(=O)c2Br)CC1	-2%	?	-10%	-2%	-5	-1%	-3%	-7%	5%
Cc1ccccc1C(=O)c1c[nH]c(C(=O)NCc2cccs2)c1	-1%	22%	-18%	-13%	-3	-4%	-12%	-7%	7%
O=C1c2ccccc2C(=O)N1CCn1ccnc1	5%	3%	2%	-5%	0	-2%	i	-8%	135%[activator]
CCN(CC)c1ccc2c(Nc3ccccc3)c(C=O)c(=O)oc2c1	-2%	2%	17%	-13%	3	-13%	-1%	-13%	1%
OC(COc1ccc(CNCCc2ccccc2F)cc1)CN1CCCCC1 (stereo not given)	13%	17%	-6%	-6%	3	4%	-6%	-11%	-12%
COc1ccc(C(=O)Nc2ccccc2NC(=O)c2ccc(OC)cc2)cc1	/	/	-11%	/	0	/	1%	-9%	-2%
COc1ccc(-c2c[nH]c(=O)[nH]c2=O)cc1OC	3%	10%	-8%	-2%	-18	3%	-4%	-1%	32%[activator]
Cc1nn(CCC(=O)NNC(=S)Nc2ccc(Cl)cc2)c(C)c1[N+](=O)[O-]	-1%	-2%	-8%	-7%	7	-4%	3%	2%	17%
CC(C)CN(C(=O)COC(=O)c1cncc(Br)c1)c1c(N)n(Cc2ccccc2)c(=O)[nH]c1=O	10%	2%	-16%	?	-6	1%	i	-9%	-19%
CC(=O)Nc1cccc(NC(=O)C2CCCN2C(=O)Nc2ccc(Cl)cc2)c1 (stereo not given)	0%	9%	3%	-4%	-11	-1%	2%	-9%	5%
COc1ccccc1NC(=O)CSc1nnc(COc2ccc(Cl)cc2)o1	33%	-24%	-19%	?	0	-9%	0%	-14%	77%[activator]
CCn1nc(NS(=O)(=O)c2ccc([N+](=O)[O-])cc2)c2cc3ccccc3nc21	45%	4%	-8%	4%	3	2%	-13%	10%	-8%
COc1cccc(-c2csc(N3CCN(CC(=O)NNC(=O)c4ccc(Br)cc4)CC3)n2)c1	-6%	2%	-4%	-11%	-21	-3%	0%[11.5 µM]	-16%	-15%
COc1ccccc1CNc1nccn(-c2ccccc2)c1=O	/	21%	0%	-1%	/	-3%	-2%	-1%[60.1 µM]	16%

Assay outcomes (PubChem BioAssay)
